Source: PubChem BioAssay
OPRM1-OPRD1 ag: agonists of human mu-delta opioid receptor heterodimerization; 340,000 compounds, 0.3% hits; activation, % at 9.3 µM; P35372+P41143; AID 504326; cells, OPRM1-OPRD1 heterodimerization, luminescence; in the data active = activation above about 18%;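 note: 0% = vehicle-treated cells and 100% = reference agonist; values of inactives mirror those of a sister screen read the other way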
Target sequence (P35372 whole entry, looked up): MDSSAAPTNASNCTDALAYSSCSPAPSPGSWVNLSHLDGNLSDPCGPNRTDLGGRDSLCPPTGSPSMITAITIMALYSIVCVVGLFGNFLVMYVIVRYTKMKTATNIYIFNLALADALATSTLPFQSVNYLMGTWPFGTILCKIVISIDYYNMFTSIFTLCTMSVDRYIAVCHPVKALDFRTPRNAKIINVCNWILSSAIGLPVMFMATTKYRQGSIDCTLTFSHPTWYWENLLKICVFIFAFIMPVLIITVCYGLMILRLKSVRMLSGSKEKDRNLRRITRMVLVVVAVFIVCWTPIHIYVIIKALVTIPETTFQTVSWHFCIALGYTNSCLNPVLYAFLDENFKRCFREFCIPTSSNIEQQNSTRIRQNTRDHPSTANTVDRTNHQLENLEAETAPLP
Target sequence (P41143 whole entry, looked up): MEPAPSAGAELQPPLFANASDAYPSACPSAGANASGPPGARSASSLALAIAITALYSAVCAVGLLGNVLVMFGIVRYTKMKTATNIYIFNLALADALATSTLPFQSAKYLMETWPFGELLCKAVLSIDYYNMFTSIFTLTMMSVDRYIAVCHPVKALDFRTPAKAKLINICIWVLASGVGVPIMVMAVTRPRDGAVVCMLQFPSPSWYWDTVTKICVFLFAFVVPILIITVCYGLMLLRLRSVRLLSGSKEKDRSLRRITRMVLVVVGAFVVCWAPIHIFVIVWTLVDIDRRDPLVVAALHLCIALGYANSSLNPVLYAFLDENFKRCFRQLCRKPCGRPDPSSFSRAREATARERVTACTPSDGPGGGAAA
SUMO Mot1 rescue: SUMOylation pathway inhibition by Mot1-301 growth rescue. S. cerevisiae Mot1-301 growth rescue, ATP luminescence, 38.5C; percent above DMSO median, 100 means doubled. growth rescue, % at 18.8 µM. 320,000 compounds, 1% hits. AID 2716;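 active = every valid replicate shows activation above 250% relative to neutral control wells; inactive = the rest, any valid replicate at or below 250%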;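 note: OY570 slx delta 5 strain wells were the positive control but not used for scaling; some compounds called inactive have numbers as strong as hits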
Pemphigus Ab inh: inhibitors of pemphigus antibody binding to human desmoglein-3; DSG3-coupled beads, scFv-anti-DSG3-GFP binding, flow cytometry; hits give low values; binding (percent of control), % at 10 µM; 310,000 compounds, 0.48% hits; AID 588358;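 active = binding more than 3 SD below its plate's average and above zero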;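 note: hits lower antibody fragment binding to DSG3; some compounds called inactive have numbers as strong as hits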
HTR5A inv ag: HTR5A inverse agonism, opioid heterodimer counter-screen; inhibition, % at 9.3 µM; HTR5A cell line, luminescence; P47898; 340,000 compounds, 0.083% hits; in the data active = inhibition mostly above about 23%, no sharp cut-off; inactive = mostly below about 18%;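 note: 0% = cells with DMSO and 100% = no-cell wells with DMSO; some compounds called inactive have numbers as strong as hits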
Ecoli viability: bacterial growth inhibition, counter-screen for AddAB inhibitors; 330,000 compounds, 0.27% hits; E. coli V3065 growth, OD600 absorbance, 18 h; inhibition, % at 11.9 µM;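 active = inhibition above the campaign's mean inhibition across all tested compounds plus 3 SD, cut at about 9.9% in these data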;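 note: uninfected addAB+ strain grown without phage in ampicillin broth; 0% = DMSO wells and 100% = ciprofloxacin 0.95 µg/ml wells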
AddAB inh: less growth of phage-infected E. coli with AddAB. E. coli expressing H. pylori AddAB, absorbance growth. 330,000 compounds, 0.29% hits. AID 435030. inhibition, % at 11.9 µM; in the data active = inhibition above about 12%;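 note: 0% = vehicle wells of infected cells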
MOR-DOR inv ag: inverse agonists of human mu-delta opioid receptor heterodimerization | cell-based MOR-DOR heterodimer luminescence, inverse agonism | 340,000 compounds, 0.21% hits | P35372+P41143 | inhibition, % at 9.3 µM | AID 504357; in the data active = inhibition above about 22%, passing the limit was not always enough;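 note: 0% = cells with DMSO and 100% = wells without cells with DMSO; values of inactives mirror those of a sister screen read the other way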
HTR5A ag: activates human HTR5A in OPRM1-OPRD1 agonist counter-screen; HTR5A agonist assay, luminescence, cell-based; activation, % at 9.3 µM; 340,000 compounds, 0.61% hits; P47898; in the data active = activation mostly above about 9.5%, no sharp cut-off; inactive = mostly below about 7.6%;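 note: 0% = cells with vehicle only and 100% = reference agonist; strong numbers were not always called active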
phage Ecoli inh: E. coli growth loss with phage present; growth absorbance; inhibition, % at 11.9 µM; 360,000 compounds, 0.26% hits; AID 651602; in the data active = inhibition above about 11%
PfHsp90 set2: growth inhibition of yeast expressing Plasmodium Hsp90. AID 504621. 310,000 compounds, 0.32% hits. inhibition, % at 9.4 µM. S. cerevisiae expressing PfHsp90, BacTiter-Glo ATP, 48 h; yeast lacking PDR1 and PDR3 efflux regulators;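 active = every replicate shows inhibition above about 80%, whatever the replicate mean, limit read from the data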;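 note: 0% = DMSO neutral controls and 100% = 20 µM radicicol positive controls; yeast relying on Plasmodium falciparum Hsp90 in place of its own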
PKA-R1A activ: activates the PKA-R1A holoenzyme complex; activation, % at 11.4 µM; PKA-R1A dissociation, Cy5-IP20 fluorescence polarization; scaled: DMSO 0%, 113 µM cGMP 100%; 340,000 compounds, 0.083% hits; P00514+P68181;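 active = percent activation above the mean of all tested compounds plus 3 SD, cut at about 19% in these data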;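 note: higher means more PKAc released from R1A so a rise in polarization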
* marks the source's active call; other numbers are inactive results; / = no result given. This is a random part of the collection, and some 3.2% of all compounds hit somewhere here.

SMILES	OPRM1-OPRD1 ag	SUMO Mot1 rescue	Pemphigus Ab inh	HTR5A inv ag	Ecoli viability	AddAB inh	MOR-DOR inv ag	HTR5A ag	phage Ecoli inh	PfHsp90 set2	PKA-R1A activ
O=C(OCc1cc(=O)n2ccsc2n1)C1(c2ccc(Cl)cc2)CC1	-1.7	6	97	2	-1.4	-0.2	7	-1	0.5	-23	-15
CC(=O)Nc1ncc(Sc2ccc([N+](=O)[O-])cc2)s1	2.3	/	122	1	/	/	-12	0	2.1	5	-7
O=c1ccn([C@@H]2O[C@H](CNCC3=Cc4cc(O)ccc4OC3)[C@@H](O)[C@H]2O)c(=O)[nH]1	-2.0	/	103	10	/	/	9	-3	-2.6	4	2
CCc1ccc(CNC(=O)C2CCN(S(=O)(=O)N3CC(C)CC(C)C3)CC2)cc1 (stereo unspecified)	0.9	10	95	7	-0.8	2.4	-5	-2	5.6	-9	-2
CCOC(=O)c1nn(-c2ccc(Cl)cc2)c2nc(-c3ccc(C)cc3)c(C#N)c(=O)n12	-3.3	-15	100	-7	-0.1	0.3	19	-10	3.3	-20	2
Cc1ccc2[nH]cc(C(=O)CN3CCOCC3)c2c1	-2.3	-7	/	-2	-0.3	1.4	12	-1	/	24	-5
Cc1ccc(C(=O)NCCc2ccncc2)cc1	-0.5	-16	102	14	-1.2	-0.3	3	-3	3.0	/	-13
CCCCN1CNC(=S)N(Cc2ccccc2)C1	-2.2	4	130	-9	2.2	4.2	12	-3	4.1	2	11
O=c1[nH]c2ccc(NS(=O)(=O)c3ccc(Cl)cc3)cc2[nH]1	0.1	19	103	6	-4.2	1.3	0	-2	3.7	23	2
COc1cc(CN(CC(C)C)S(=O)(=O)c2ccccc2Br)cc(OC)c1	-0.8	/	95	2	1.6	0.9	4	-1	4.2	6	-6
COc1ccc(C2=CC(c3ccc(F)cc3)n3nnnc3N2)cc1 (stereo unspecified)	-4.7	0	128	12	-0.1	1.9	22	3	-0.7	-14	-12
COc1cc(NC(=O)c2cc3c(Cl)nc4ccccc4c3s2)cc(OC)c1OC	0.0	14	111	6	-3.3	-1.7	0	-2	1.1	-20	-2
O=C(O)c1cc2n(n1)CCN(Cc1ccccc1Cl)C2=O	-0.4	208	79	7	-1.2	5.2	2	-3	4.4	-30	4
CCCCN(C(=O)C1CCCO1)c1c(N)n(CCC)c(=O)[nH]c1=O (stereo unspecified)	-1.9	11	90	-10	1.0	1.1	10	3	3.7	/	-2
O=C(Cn1nnc(-c2ccc([N+](=O)[O-])cc2)n1)NNC(=O)c1ccccc1	1.6	-9	/	9	0.3	4.7	-10	-2	/	11	7
CC(=O)c1ccc(N2CCN(C(=O)c3nn(Cc4ccccc4)c(=O)c4ccccc34)CC2)cc1	-1.5	10	124	11	-0.1	1.0	8	4	-0.4	/	-3
CCOc1c(Br)cc(CNC2CCCCCCC2)cc1OC	5.2	76	103	-3	2.5	7.9	-27	1	3.4	3	9
O=C(N1CCOCC1)n1nnc2ccccc21	-1.1	-20	96	-10	-2.2	-0.5	6	4	2.6	/	-4
COc1cc(N2C(=O)NC3CC2(C)Oc2ccccc23)cc(OC)c1OC (stereo unspecified)	-0.3	-3	100	-8	0.9	2.0	2	1	-2.3	-2	-11
O=C(NCCOc1ccccc1Cl)C(=O)NCCOc1ccccc1Cl	2.6	2	106	8	2.2	1.4	-14	-5	2.1	/	1
O=C(Nc1nnc(C2CCCCC2)s1)c1ccc(Br)s1	-1.5	-1	98	3	2.0	0.5	8	-1	0.8	-22	-4
CCCCCCCCCCCC(=O)NC(C(=O)OCC)C(O)c1cccc([N+](=O)[O-])c1 (stereo unspecified)	0.7	/	61	-17	-0.9	0.8	-4	-1	3.8	-8	-3
Cc1cccc(C(=O)C2CCOC(C)(C)C2)c1 (stereo unspecified)	-0.6	10	100	7	0.2	0.8	3	2	3.3	-4	16
CCOC(=O)N1CCN(S(=O)(=O)c2cc(Cl)c(OC)cc2Cl)CC1	-3.5	3	93	-35	-0.2	-0.3	19	0	2.8	-19	-9
CCOc1ccc(NC(=O)CN(C)C(=O)c2c(-c3c(F)cccc3Cl)noc2C)cc1OCC	1.5	11	105	-11	-0.1	4.4	-9	4	2.3	/	-3
CCOC(=O)c1c(NC(=O)c2ccccc2Br)sc2c1CCc1ccccc1-2	-1.6	-19	104	6	-0.3	0.7	8	-2	5.0	15	6
CCN1CCN(C(=O)C2=C(C(=O)O)CCCC2)CC1	0.2	9	96	-42	-0.2	0.6	-1	-1	4.1	-6	-5
C=CCOC(=O)C1=C(C)N=C2SCCC(=O)N2C1/C=C/c1ccccc1OC (stereo unspecified)	/	-16	82	/	-2.9	-1.1	/	/	1.7	3	-15
CC1CCN(C(=O)c2[nH]cnc2C(=O)N[C@@H](C)c2ccccc2)CC1	-1.6	6	106	-14	-0.7	0.3	9	-2	1.7	10	-3
Cc1ccc(-n2c3c(cc(C(=O)NCc4ccco4)c2=O)C(=O)CCC3)cc1	-0.6	196	87	16	-0.4	2.1	4	-6	6.2	7	-9
COC(=O)c1ccc(NC(=O)CS(=O)(=O)c2ccccc2)cc1	-1.0	1	119	1	-2.8	-2.4	5	0	1.9	-6	7
NC(=S)N/N=C\c1c2ccccc2cc2ccccc12	-1.9	-12	121	-19	0.8	5.1	10	11	1.7	-28	2
Cc1ccc(S(=O)(=O)Nc2c(C)nc3nc(C)[nH]n3c2=O)c(C)c1	-3.7	5	104	8	-0.9	3.9	20	-3	1.4	3	-11
Cc1ccc(Nc2nc(C)cc(C)n2)c(Br)c1	0.3	5	106	-4	1.0	2.6	-2	4	1.6	/	-13
Cc1ccc(CNC(=O)CCS(=O)(=O)c2ccc(Br)s2)o1	-1.6	11	94	-19	-0.3	0.6	8	2	0.2	18	-3
O=C(CSc1n[nH]c(=O)[nH]c1=O)Nc1ccc(Br)cc1Br	-1.1	-4	/	-11	-0.9	-0.8	4	5	-1.3	12	-1
O=c1cc(CN2CCN(c3cccc(Cl)c3)CC2)c2cc3c(cc2o1)CCCC3	-1.8	153	97	0	2.2	-0.4	9	2	3.1	4	-1
CCOC(=O)C1CCN(c2ccc(C(=O)O)cc2[N+](=O)[O-])CC1	-3.4	6	97	12	-2.9	1.4	17	-5	2.7	-3	7
O=C(CN1CCN(S(=O)(=O)c2ccc(F)cc2)CC1)Nc1ccc(F)cc1F	0.2	-3	108	3	-0.8	0.1	-1	-1	0.8	-12	-2
O=C(NCCCO)C(=O)c1c(-c2ccccc2)cc2ccccn12	-2.4	-4	99	6	0.8	3.2	12	-1	5.2	17	-6
CCC(=O)c1ccc(N2CCC(C)CC2)c(F)c1	3.2	1	111	-1	-0.8	0.4	-16	0	0.0	/	-6
O=C(Cc1cccs1)N/N=C/c1ccco1	-1.3	-4	98	-5	-1.0	2.3	7	2	3.1	-7	1
C1=CCC(CN2CCNCC2)CC1 (stereo unspecified)	-3.5	6	105	0	0.3	1.3	18	0	4.7	-23	-7
CC(C)c1nc2c([nH]1)c(=O)n(C)c(=O)n2C	-1.5	-4	97	-16	-0.9	0.1	8	5	1.6	8	-1
O=C(Nc1ccc2oc(-c3ccccc3Cl)nc2c1)c1cncc(Br)c1	-0.8	15	/	-9	-0.5	3.1	4	3	1.2	/	-1
Cc1nn(-c2ccccc2)nc1C(=O)NNC(=O)c1ccc(C(F)(F)F)cc1	-0.8	3	112	-31	-1.3	-0.3	4	-4	1.3	-1	11
COc1ccc(/C=N\NC(=O)c2ccccc2)cc1COc1ccc(F)cc1	0.9	15	103	-9	-1.8	1.2	-6	4	-1.6	-4	6
O=C(COC(=O)C1CCN(c2ccc(C(F)(F)F)cn2)CC1)Nc1cccc(F)c1	11	-3	108	-10	-0.2	-1.2	-68	3	5.2	-26	-9
COc1ccc2cc(C(C)=O)c(=O)oc2c1	-2.8	-3	130	-16	-1.2	0.0	15	6	2.0	21	1
CC(NC(=O)c1cc(F)c(F)c(F)c1F)c1ccc(-n2ccnc2)cc1 (stereo unspecified)	0.9	-6	102	1	0.8	1.9	-5	10	0.6	-5	-15
COc1cc(OC)c2c(-c3ccccc3)cc(=O)oc2c1C(CC(=O)N1CCN(c2ccccc2)CC1)c1ccc(N(C)C)cc1 (stereo unspecified)	-2.9	-9	100	-40	-0.5	2.9	16	3	4.1	/	-3
Cc1ccc(NC(=O)CN(C)C(=O)c2cccc(Br)c2)cc1	0.2	695*	125	-13	-2.3	1.0	-1	4	1.5	-6	3
CSCC[C@H](N)C(=O)N1CCC(C(=O)N[C@@H](C)C(=O)NCc2ccc(F)cc2)CC1	-1.4	3	/	-1	-2.7	3.5	7	3	4.0	5	-1
CCc1cc(C(=O)COc2ccc(F)cc2)c(O)cc1O	0.2	-6	110	4	1.1	0.9	-1	1	1.9	-29	-1
COC(=O)c1cc2oc3ccccc3c2n1CC(=O)N1CCCc2ccccc21	-1.6	20	/	-20	-2.6	-2.5	10	8	0.7	/	-2
Cc1ccc(-n2c(SCC(=O)NCCN3C(=O)CSC3=O)nnc2-c2ccccc2F)cc1	-0.8	-10	106	7	-0.9	2.3	4	-2	2.8	13	0
O=C(CSc1nnc(C2CC2)n1C1CC1)c1cc(F)ccc1F	0.7	/	99	-39	/	/	-5	13	1.3	8	9
Cc1cc(=O)oc2cc(OC(C)C(=O)NCc3ccccn3)ccc12 (stereo unspecified)	-2.5	5	108	20	-0.3	1.0	13	3	0.7	24	-1
COc1cccc(-c2cccc(NC(=O)C3CCN(Cc4ccc(CO)o4)CC3)c2)c1	-2.5	-9	97	-1	-2.1	0.8	13	-5	1.4	-7	7
Cc1nn(-c2ccccc2)c(Cl)c1/C=C1\C(=O)N(C)C(=S)N1C	2.5	55	102	-26	-2.2	-3.5	-14	2	4.3	37	-11
Next records:
SMILES	OPRM1-OPRD1 ag	SUMO Mot1 rescue	Pemphigus Ab inh	HTR5A inv ag	Ecoli viability	AddAB inh	MOR-DOR inv ag	HTR5A ag	phage Ecoli inh	PfHsp90 set2	PKA-R1A activ
c1ccc(CCCCc2ccccn2)cc1	-0.2	/	117	-4	/	/	1	1	3.8	6	-10
Cc1ccc(S(=O)(=O)NCc2ccccc2)cc1C(=O)N1CCCCCCC1	-1.8	71	131	12	-0.5	-0.8	10	-5	2.6	29	-10
CC1(C)CC(=O)C(N=Nc2cccc(S(=O)(=O)N3CCOCC3)c2)=C(O)C1	-2.3	4	101	27	-0.3	-0.6	12	-5	-1.4	6	-2
COc1ccccc1OCc1ccc(C(=O)N(C)C)o1	-0.8	9	107	10	-0.2	-1.3	4	-4	2.8	6	-11
CNC(=O)C1Cc2ccccc2CN1S(=O)(=O)c1cccs1 (stereo unspecified)	-2.9	-3	104	7	2.1	1.2	15	5	-0.4	16	-7
COc1ccc(S(=O)(=O)N2CCC(C(=O)NC3CCCCC3C)CC2)cc1 (stereo unspecified)	1.0	17	98	9	-0.6	3.1	-6	-4	3.4	-19	-5
